aDG glyco up = alpha-DG glycosylation activation | 0.22% of 360,000 active | Pro5-aDG cells, alpha-DG glycosylation AlphaScreen (IIH6); 0% Pro5, 100% B10-LARGE cell signal | activation, % at 10 µM;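 active = activation of at least 8% versus controls, or a plate z-score of at least 8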;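 note: Pro5 are CHO cells carrying HIG-tagged alpha-DG that lacks glycosylation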
Cardio protect = myocardial damage modulation in H9c2 cells | 0.63% of 360,000 active | H9c2 cardiomyocytes, H2O2 injury protection, ATPLite, 2 h | protection from H2O2 cell death, % at 20 µM;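 active = compounds giving at least 50% protection of heart cells from peroxide-induced death in the single-dose screen, raw or plate-pattern-corrected value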;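 note: 0% = DMSO wells with peroxide and 100% = DMSO wells without peroxide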
MC4R antag cAMP = blocks human MC4R cAMP signaling; MC4R-expressing cells, MTII-stimulated cAMP, LANCE TR-FRET; 0.48% of 360,000 active; inhibition, % at 6.5 µM;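 active = inhibition above its plate's cutoff, the mean of tested wells on that plate plus 3 SD, cut at about 29% in these data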;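 note: 0% = Melanotan II alone and 100% = Melanotan II plus saturating MCL0020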
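System – human MC4R-expressing U2OS cells · Also added – Melanotan II · Dosing – one concentration, 6.5 µM nominal · Timing – 30-min compound, 1-h challenge, 1-h detection, room temperature · Measured by – Eu-cAMP/anti-cAMP TR-FRET, emission 671 nm · Replicates – singlicate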
CaV13 ICDI inh = Primary screen for inhibitors of IQ motif and Ca2+-dependent inactivation inhibitor domain binding in CACNA1D, Förster resonance energy transfer in living cells, …; HEK cells, CFP/YFP FRET ICDI-IQ, plate reader, 10 min; percent FRET-ratio fall versus neutral wells; inhibition, % at 12.3 µM; 0.098% of 340,000 active; AID 743397;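 active = mean replicate inhibition of at least 30% and at least 1% of replicates passing that level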;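 note: 0% = median of the neutral control wells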
ABCB6 inh MLPCN = human ABCB6 transporter inhibition; fluorescence ratio to DMSO, % at 10 µM; 0.19% of 360,000 active; AID 602162; K562-ABCB6 porphyrin accumulation, flow cytometry, 1 h; active compounds read low;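 active = fluorescence ratio to DMSO below 75%, the collection mean minus 3 SD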;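 note: signal is porphyrin accumulated inside mitochondria; 100% equals median channel fluorescence of DMSO control wells; lower ratio means ABCB6 inhibition with less porphyrin fluorescence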
Glyco luc inh = blocks N-linked glycosylation in D54 reporter cells; D54 ERlucT glycosylation luciferase reporter, 24 h; percent of 100 nM tunicamycin response; reporter increase, % at 12.5 µM; 0.23% of 360,000 active; AID 588692;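 active = mean luciferase reporter signal, scaled so untreated is 0 and the glycosylation-blocking control 100, at or above a set limit in every replicate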;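 note: luciferase carries N-glycosylation sites so blocking glycosylation raises the light; 0% = median of neutral control wells and 100% = median of 100 nM tunicamycin wells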
Vif imaging = inhibitors of HIV Vif. inhibition, % at 7.49 µM. AID 602346. HEK293T cells, Vif self-association by quenched fluorescence, imaging, 24 h. 0.35% of 340,000 active; in the data active = inhibition above about 50%, passing the limit was not always enough; note: some results filed as inactive read as strong as hits
PDI turbidity = inhibitors of human protein disulfide isomerase; P07237; PDI insulin aggregation turbidity, A650, 90 min; inhibition, % at 10 µM; 0.052% of 350,000 active; AID 588391;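 active = mean inhibition across replicates of 30% or more, whatever share of single replicates reach that level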;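 note: absorbance from insulin aggregation driven by PDI reduction with DTT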
Target sequence (P07237 whole entry, looked up): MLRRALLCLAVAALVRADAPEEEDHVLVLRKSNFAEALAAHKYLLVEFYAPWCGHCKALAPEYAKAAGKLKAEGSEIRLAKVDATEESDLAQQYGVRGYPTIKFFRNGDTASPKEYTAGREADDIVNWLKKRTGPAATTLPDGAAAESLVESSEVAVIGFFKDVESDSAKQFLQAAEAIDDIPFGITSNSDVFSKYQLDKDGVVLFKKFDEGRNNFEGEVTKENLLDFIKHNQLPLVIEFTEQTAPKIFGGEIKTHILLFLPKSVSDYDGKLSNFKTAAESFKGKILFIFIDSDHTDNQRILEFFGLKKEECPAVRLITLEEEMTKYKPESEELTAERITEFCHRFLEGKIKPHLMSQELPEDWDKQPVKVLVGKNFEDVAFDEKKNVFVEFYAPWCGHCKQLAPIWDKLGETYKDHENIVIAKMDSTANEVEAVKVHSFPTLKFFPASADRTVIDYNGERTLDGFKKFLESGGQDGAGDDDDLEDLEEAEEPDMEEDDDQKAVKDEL
HTR2A ag = activates the mouse 5-HT2A serotonin receptor; 0.66% of 360,000 active; activation, % at 7.6 µM; AID 624169; P35363; CHO-K1 mHTR2A beta-arrestin complementation, luminescence; percent of 30 µM serotonin response;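 active = activation above a run cutoff, the mean activation of all tested compounds plus 3 SD, cut at about 14% in these data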;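 note: 0% = plate median of compound wells and 100% = 30 µM serotonin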
Target sequence (P35363 whole entry, looked up): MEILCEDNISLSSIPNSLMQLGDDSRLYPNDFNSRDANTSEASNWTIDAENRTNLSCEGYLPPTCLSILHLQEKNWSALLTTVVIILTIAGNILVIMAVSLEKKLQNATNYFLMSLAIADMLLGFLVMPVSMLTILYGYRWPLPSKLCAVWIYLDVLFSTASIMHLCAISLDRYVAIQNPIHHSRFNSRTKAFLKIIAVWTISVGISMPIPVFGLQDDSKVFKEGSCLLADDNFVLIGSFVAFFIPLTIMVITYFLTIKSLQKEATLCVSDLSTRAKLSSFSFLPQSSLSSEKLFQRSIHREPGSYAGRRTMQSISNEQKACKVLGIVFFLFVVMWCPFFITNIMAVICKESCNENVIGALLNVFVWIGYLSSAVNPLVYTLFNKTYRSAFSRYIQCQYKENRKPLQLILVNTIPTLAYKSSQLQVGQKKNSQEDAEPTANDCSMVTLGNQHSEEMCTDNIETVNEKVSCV
MC4R ag barr = activates human MC4R beta-arrestin recruitment; P32245; U2OS MC4R beta-arrestin complementation, luminescence; percent of melanotan II response, DMSO zero; activation, % at 8.9 µM; 0.98% of 360,000 active;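 active = activation above a per-plate cutoff, the mean activation of sample wells on that plate plus 3 SD, cut at about 8% in these data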
Starred values were filed as active, the others as inactive; . = not tested or not shown.

SMILES	aDG glyco up	Cardio protect	MC4R antag cAMP	CaV13 ICDI inh	ABCB6 inh MLPCN	Glyco luc inh	Vif imaging	PDI turbidity	HTR2A ag	MC4R ag barr
O=C1COc2ccc(C(=O)COC(=O)Cc3ccc(F)cc3)cc2N1	-0.2	-4	8	-16	97	1	9	-3	-2	-4.9
CCOC(=O)N1CCN(Cc2nnc(-c3cccc(Br)c3)o2)CC1	-0.1	-2	9	-3	94	1	-13	-3	11	1.6
Cc1cccc(C)c1OCc1cc(C(=O)N(Cc2c(C)nn(C)c2C)C2CC2)no1	3.2	-15	2	-6	91	-1	-10	0	2	-2.6
C1=C(CCNCC2CC2)CCCC1	-0.1	0	0	-8	96	-2	-1	3	-4	-1.5
CN(C)S(=O)(=O)c1cccc(NC(=O)CN2C(=O)NC3(CCc4ccccc4C3)C2=O)c1 (configuration not stated)	0.0	-2	18	-4	96	1	7	-8	-4	-2.1
COCCCn1cnnc1SCc1nc2sc(C(C)=O)c(C)c2c(=O)[nH]1	-0.1	8	7	4	98	2	-2	0	-1	-1.4
O=C(CCn1nc(-c2ccc(Cl)cc2)ccc1=O)NCCCN1CCCCCC1	0.0	8	-3	-5	88	-5	9	2	1	-1.5
CCn1ccc(C(=O)Oc2ccc(C(C)C)cc2)n1	0.2	-11	5	-9	95	2	.	-5	6	-1.4
CCSc1nnc(-c2cccnc2)n1-c1ccc(C)c(Cl)c1	0.1	0	8	-6	94	0	-12	-5	-1	-0.3
O=C(/C=C/c1ccc(Cl)c([N+](=O)[O-])c1)c1cccnc1	-0.1	-19	8	1	90	2	.	2	0	-1.1
CCC(C)NC(=O)COC(=O)c1csc2c1CCCC2 (configuration not stated)	-0.3	-1	-6	-5	96	0	5	-6	4	1.6
COc1ccc(Nc2c(CC(C)C)nc3nc(C)cc(C)n23)cc1	-0.1	.	.	-9	134	.	.	.	7	.

Record cards (already shown). Values in the order: aDG glyco up	Cardio protect	MC4R antag cAMP	CaV13 ICDI inh	ABCB6 inh MLPCN	Glyco luc inh	Vif imaging	PDI turbidity	HTR2A ag	MC4R ag barr
`CCSc1nnc(-c2cccnc2)n1-c1ccc(C)c(Cl)c1` as listed: 0.1	0	8	-6	94	0	-12	-5	-1	-0.3
`COc1ccc(Nc2c(CC(C)C)nc3nc(C)cc(C)n23)cc1` as listed: -0.1	.	.	-9	134	.	.	.	7	.

New compounds follow.
SMILES	aDG glyco up	Cardio protect	MC4R antag cAMP	CaV13 ICDI inh	ABCB6 inh MLPCN	Glyco luc inh	Vif imaging	PDI turbidity	HTR2A ag	MC4R ag barr
Cn1ccc2c(-c3ccc(CO)cc3)cc3c(c21)C1CCC3O1 (configuration not stated)	0.0	0	.	-6	101	4	.	.	-4	.
CN(c1ccc(C(=O)NCCCn2ccnc2)cc1)S(C)(=O)=O	-0.1	-2	4	-2	99	1	0	1	-3	-0.1
Cc1cccc(Cn2c(SCC(=O)Nc3ccccc3)nc3c2c(=O)[nH]c(=O)n3C)c1	-0.3	46	-10	-3	97	-1	24	.	-1	-1.6
O=C1N=c2ccccc2=C1c1c(O)[nH]c2c(C(F)(F)F)cccc12	0.2	11	4	-5	103	0	-2	-6	-1	-0.6
CCCCn1c(CNC(=O)c2cccs2)nc2ccccc21	0.5	-9	5	-6	97	-1	.	.	-1	1.6
O=C(Cn1nnc(-c2ccc(F)cc2)n1)Nc1ccc2c(c1)OCCO2	0.2	-5	7	3	98	3	-7	-4	10	0.6
CC(=O)N(c1cccc(Br)c1)C1C=CS(=O)(=O)C1 (configuration not stated)	-0.1	5	6	.	94	0	0	5	2	-1.8
COc1cc(NC(=O)c2cnn3c(C)cc(C)nc23)c(OC)cc1Cl	-0.1	13	8	.	103	0	23	-8	-4	-1.3
Clc1ccc(-n2ncc3c(NCc4ccccn4)ncnc32)cc1	-0.2	8	4	.	100	2	-9	-8	-3	-1.4
Cc1ccc(CN2CC(C(=O)Nc3nnc(SCc4c(Cl)cccc4Cl)s3)CC2=O)cc1 (configuration not stated)	0.1	-7	2	-3	85	3	-15	24	6	29*
COCC(=O)Nc1ccc2c(c1)OCC(=O)N2Cc1ccccc1F	-0.1	-6	14	-6	95	-2	-10	-6	1	1.8
Cc1cc(C)nc(NS(=O)(=O)c2ccc(NC(=O)CN3C(=O)C4CC=CCC4C3=O)cc2)n1 (configuration not stated)	0.3	-1	2	2	99	3	0	0	-2	-0.2
CC1CN(C(=O)/C(C#N)=C2\N=C(NC(=O)c3ccc(F)cc3)c3ccccc32)CC(C)O1 (configuration not stated)	0.1	35	10	-19	104	1	4	0	-3	0.1
CCc1nnc(NC(=O)C2Cc3ccccc3CN2S(=O)(=O)CC)s1 (configuration not stated)	0.0	2	5	6	89	2	-1	-6	0	-2.4
CC1(C)CC2(OC2c2ccccc2)C(=O)c2ccccc21 (configuration not stated)	-0.2	-12	3	-6	100	-2	-15	-3	-2	1.6
C=CCOCCN(CCOCC=C)C1=NS(=O)(=O)c2ccccc21	0.2	2	23	-7	98	1	4	1	2	-2.6
CN(Cc1nc2ccccc2[nH]1)Cc1nc(CC2CC2)no1	1.9	5	2	-1	99	2	-1	3	-4	0.3
CCOc1nc(-c2ccccc2)ccc1-c1noc(-c2ccco2)n1	0.2	-10	14	-4	99	2	1	-10	1	-0.7
COc1ccc2[nH]c(C)cc(=O)c2c1	0.0	-2	3	.	100	2	.	1	0	-1.6
Cc1ccc(NC(=O)CCNC(=O)c2ccccc2Cl)cc1S(=O)(=O)N(C)C	-0.3	5	23	-15	96	0	-3	3	-4	0.5
COc1ccc(C(=O)N2CCOCC2)cc1Br	0.0	-7	-3	.	92	0	.	-4	0	-2.2
Cc1nc2cc(F)ccc2n1C1CCN(C(=O)c2c(F)cccc2F)CC1	0.6	-6	20	4	94	-3	-6	-11	1	-0.4
COc1ccc(OCC(O)CNS(=O)(=O)c2ccc(NC(C)=O)cc2)cc1 (configuration not stated)	-0.1	1	6	-11	97	0	-8	0	3	-2.7
COc1ccc(S(=O)(=O)N2Cc3ccccc3CC2C(=O)O)cc1OC (configuration not stated)	0.0	2	12	3	106	2	5	7	-1	-0.7

6 compounds out of the list, sorted by formula weight, smallest number first:
SMILES	aDG glyco up	Cardio protect	MC4R antag cAMP	CaV13 ICDI inh	ABCB6 inh MLPCN	Glyco luc inh	Vif imaging	PDI turbidity	HTR2A ag	MC4R ag barr
COc1ccc2[nH]c(C)cc(=O)c2c1	0.0	-2	3	.	100	2	.	1	0	-1.6
COc1ccc(C(=O)N2CCOCC2)cc1Br	0.0	-7	-3	.	92	0	.	-4	0	-2.2
CCOc1nc(-c2ccccc2)ccc1-c1noc(-c2ccco2)n1	0.2	-10	14	-4	99	2	1	-10	1	-0.7
C=CCOCCN(CCOCC=C)C1=NS(=O)(=O)c2ccccc21	0.2	2	23	-7	98	1	4	1	2	-2.6
Cc1ccc(NC(=O)CCNC(=O)c2ccccc2Cl)cc1S(=O)(=O)N(C)C	-0.3	5	23	-15	96	0	-3	3	-4	0.5
CC1CN(C(=O)/C(C#N)=C2\N=C(NC(=O)c3ccc(F)cc3)c3ccccc32)CC(C)O1 (configuration not stated)	0.1	35	10	-19	104	1	4	0	-3	0.1

Next part
SMILES	aDG glyco up	Cardio protect	MC4R antag cAMP	CaV13 ICDI inh	ABCB6 inh MLPCN	Glyco luc inh	Vif imaging	PDI turbidity	HTR2A ag	MC4R ag barr
COc1ccc(OC)c(CN2C(=O)c3ccccc3C2c2nnnn2C2CCCC2)c1 (configuration not stated)	0.2	.	.	-8	100	.	.	.	0	.
O=C(CCN1C(=O)C2C3CCC(C3)C2C1=O)Nc1ccc(Cl)cc1Cl (configuration not stated)	0.1	0	-4	-4	96	2	-2	5	4	0.9
CCC(=O)NC(=S)Nc1ccc(N2CCOCC2)cc1	-0.3	2	0	-4	95	2	-2	-3	12	0.1
O=C(CSc1nc2ccccc2c(=O)n1Cc1ccco1)NCc1ccccc1	0.1	2	11	-5	101	2	0	-1	-1	4.0
COc1ccc(NC(=O)c2cc(-c3ccc(F)cc3OC)n[nH]2)cc1OC	-0.1	3	-3	-5	100	2	8	0	-4	1.3
CC(CNC(=O)CCS(=O)(=O)c1ccc2c(c1)NC(=O)CO2)c1ccccc1 (configuration not stated)	-0.1	-5	0	-7	93	3	-4	5	2	-2.7
COc1c(Cl)ccc(Cl)c1C(=O)NC(=S)N1CCOCC1	0.0	16	2	-4	97	0	5	3	6	-3.8
COc1cccc(CN(C)C(=O)c2cccc(S(=O)(=O)NCc3ccccc3)c2)c1OC	0.3	-4	3	-14	95	-2	9	-3	0	-1.0
CC(C)CNC(=O)c1cc(-c2ccc(Cl)c(Cl)c2)on1	0.0	-6	1	-4	97	1	-2	-2	2	-2.3
CCCCC(=O)NC(=S)Nc1ccccc1C(=O)Nc1ccccc1	0.2	-2	3	-9	111	1	6	6	-12	-3.0
CC(OC(=O)COc1ccc(Nc2ccccc2)cc1)C(=O)N(C)c1ccccc1 (configuration not stated)	-0.3	-3	-5	-6	97	-1	-3	1	-9	-2.1
COc1ccccc1S(=O)(=O)Cc1ccc(C(=O)NCCN2CCCC2)o1	0.0	7	13	-6	97	-1	-4	-6	-4	0.0
COc1ccc(OC)c(NC(=O)COC(=O)CC2CCCCC2)c1	0.0	-6	8	-5	100	1	9	2	-1	5.9
Cc1ccc(S(=O)(=O)N2CCN(C(=O)Cc3sc(C)nc3-c3ccc(F)cc3)CC2)c(C)c1	-0.2	0	16	-6	97	-3	-27	-6	-2	-2.3
CCCN1C/C(=C/c2cccc([N+](=O)[O-])c2)C(=O)/C(=C/c2cccc([N+](=O)[O-])c2)C1	-0.8	12	13	.	104	7	5	-1	4	1.9
CC1CN(C(=O)c2cccs2)CCN1C(=O)c1cccs1 (configuration not stated)	0.2	-2	2	.	91	-1	-7	1	0	-0.8
NC(=O)c1cc([N+](=O)[O-])c(Cl)cc1NCc1cccnc1	0.0	3	13	-13	98	-2	0	2	-2	-1.6
COc1ccccc1NS(=O)(=O)c1cc(NC(=O)c2[nH]c(C)c(C(C)=O)c2C)ccc1N1CCOCC1	-0.2	22	16	1	103	5	-6	6	-5	-1.7
CCC(c1nnc(SCC(=O)NC2CCCCC2)n1Cc1ccccc1)N(C)C (configuration not stated)	-0.2	-3	-2	-6	100	-1	-8	-5	0	-0.6
Cc1cccc(OCCCC(=O)Nc2ccc(N3CCCCC3)cc2)c1	0.0	1	5	-1	94	2	7	1	-5	11*

Some of these compounds in order of their number in CaV13 ICDI inh, rising:
Molecule	CaV13 ICDI inh
C1=C(CCNCC2CC2)CCCC1	-8
COc1ccc(NC(=O)c2cc(-c3ccc(F)cc3OC)n[nH]2)cc1OC	-5
O=C(CCN1C(=O)C2C3CCC(C3)C2C1=O)Nc1ccc(Cl)cc1Cl (configuration not stated)	-4
